Compound activity (PubChem)
ALOX12 inh: blocks human arachidonate 12S-lipoxygenase; purified 12hLO, xylenol orange hydroperoxide absorbance; Potency, µM (highest dose often 108 µM), for inactives: at the highest dose activity change, negative = inhibition, actives largely listed as inhibitors; 580,000 compounds, 1.1% hits; also: potency is read from the fitted curve at half-maximal effect; % is scaled to controls: 0 for no effect and ±100 for the full control effect
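Purified human 12hLO (150 nM final) in 25 mM Hepes, 0.01% Triton X-100, pH 7.0 was preincubated 15 min at room temperature with compound. Then 40 uM arachidonic acid was added, 30 min. Hydroperoxide was read by Fe-XO absorbance ratio 573/405 nm.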
Apoferritin bind: candidate novel general anesthetic via apoferritin binding; apoferritin/1-aminoanthracene competitive binding, fluorescence; AID 485281; Potency, µM (doses to about 77.5 µM), for inactives: top-dose activity change, negative = displacement, actives largely listed as inhibitors; 350,000 compounds, 0.074% hits; P02791; also: potency is read from the fitted curve at half-maximal effect; % is scaled to controls: 0 for no effect and ±100 for the full control effect; nearly all actives have a fitted effect of over 20% in size
Target sequence (P02791 2-175 limits assumed): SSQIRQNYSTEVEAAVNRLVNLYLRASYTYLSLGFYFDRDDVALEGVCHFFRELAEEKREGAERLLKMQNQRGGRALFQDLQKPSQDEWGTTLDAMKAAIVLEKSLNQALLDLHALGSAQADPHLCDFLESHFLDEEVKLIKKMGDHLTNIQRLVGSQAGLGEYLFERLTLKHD
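10 uM apoferritin + 50% sat. 1-AMA, PBS; cpd 10 min RT; Ex380/Em535 endpoint; normalized to free probe vs complex; 4-param Hill fit; propofol titration as pos. ctrl.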
POLI inh: blocks human DNA polymerase iota activity; 390,000 compounds, 1% hits; Pol iota fluorescent replication assay, 10 min; Potency, µM (highest dose often 115 µM), without a hit: at the highest dose activity, negative = inhibition, usual class: inhibitors; Q9UNA4; also: potency is read from the fitted curve at half-maximal effect
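Fluorescent replication assay read twice, at 0 min and 10 min after adding 50 nM (final) substrate. Enzyme (10 nM) and compounds were first incubated 15 min at room temperature; enzyme-free buffer wells were negative controls.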
TRHR agonist: agonists of human TRH receptor; P34981; TRHR cells, calcium flux fluo-8, FDSS agonist mode; activation, % at 2 µM; 360,000 compounds, 0.18% hits; in the data active = activation above about 30%; also: 0% is about no effect
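Read-out: compound-evoked intracellular calcium rise in TRHR cells, fluo-8 dye, kinetic FDSS fluorescence at 1 s/cycle following a 10-cycle baseline. Cells cultured overnight before dye loading (30 min–1.5 h, RT).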
Pol kappa inh: blocks human DNA polymerase kappa activity. Q9UBT6. purified Pol kappa, fluorescent DNA synthesis assay, 10 min. Potency, µM (doses to about 107 µM), without a hit: top-dose activity, negative = inhibition, hits mostly inhibitors. 400,000 compounds, 0.53% hits. AID 588579; also: potency is read from the fitted curve at half-maximal effect; % is scaled to controls: 0 for no effect and ±100 for the full control effect
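50 nM final substrate added after 15 min RT preincubation of 10 nM Pol kappa with compound; fluorescence read at 0 and 10 min.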
BLM inh: blocks DNA unwinding by human BLM helicase | AID 2528 | recombinant BLM DNA unwinding, fluorescence dequenching | P54132 | Potency, µM (titrated, usually from 56.1 µM), for inactives: at the top dose activity change, negative = inhibition, actives largely listed as inhibitors | 350,000 compounds, 0.2% hits;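 also: potency is read from the fitted curve at half-maximal effect; plate controls were vehicle for no effect and no enzyme for full effect; nearly all actives have a fitted effect of over 35% in size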
POLB inh: inhibitors of human DNA polymerase beta; P06746; Pol beta primer extension/strand displacement, fluorescence kinetic; Potency, µM (highest dose often 114 µM), inactives show at the top dose activity change, negative = inhibition, usual class: inhibitors; 340,000 compounds, 1.3% hits; AID 485314; also: potency is read from the fitted curve at half-maximal effect; % is scaled to controls: 0 for no effect and ±100 for the full control effect
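Pol beta (10 nM) and compounds were preincubated 15 min at room temperature, then 50 nM substrate (final) started primer extension/strand displacement. Reads were taken at 0 and 10 min; concentration-response data were fitted to a four-parameter Hill equation.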
APE1 inh: APE1 (human) endonuclease inhibition; P27695; recombinant APE1, TAMRA/BHQ-2 abasic DNA cleavage fluorescence; Potency, µM (titrated, usually from 65.8 µM), inactives show at the top dose activity change, negative = inhibition, hits mostly inhibitors; 350,000 compounds, 0.35% hits;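 also: potency is read from the fitted curve at half-maximal effect; plate controls were vehicle for no effect and reference inhibitor for full effect; nearly all actives have a fitted effect of over 55% in size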
Target sequence (P27695 whole entry, looked up): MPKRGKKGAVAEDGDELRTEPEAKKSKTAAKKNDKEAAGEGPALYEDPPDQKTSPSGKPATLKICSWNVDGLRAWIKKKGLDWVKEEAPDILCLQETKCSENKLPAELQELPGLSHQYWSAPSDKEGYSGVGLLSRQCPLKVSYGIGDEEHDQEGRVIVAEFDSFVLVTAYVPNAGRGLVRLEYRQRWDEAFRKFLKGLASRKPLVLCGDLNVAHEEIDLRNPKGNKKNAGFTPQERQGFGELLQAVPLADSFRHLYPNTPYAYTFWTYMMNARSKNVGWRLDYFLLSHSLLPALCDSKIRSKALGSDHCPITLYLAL
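Endonuclease cleavage of a quenched abasic-site DNA duplex (50 nM) by APE1 (0.75 nM) was tracked by TAMRA dequenching. Compounds were preincubated with enzyme 15 min at room temperature; data normalized to buffer-only and DMSO wells plus NSC13755 control.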
ERG-DNA inh: ERG Ets/DNA interaction inhibition; P11308; fluorescence polarization, His-ERG Ets domain / labelled DNA; Potency, µM (highest dose often 76.9 µM), without a hit: at the highest dose FP activity, negative = inhibition, usual class: inhibitors; 370,000 compounds, 0.028% hits; active = well fitted inhibition curve with a large enough effect in the polarisation, with a control signal flat; inconclusive = small, poorly fitted or top-dose-only effect, or effect the other way, or a change in a side signal; inactive = no such curve, though single readings can be large or run the other way; the % refers to the polarisation;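 also: polarization taken with two DNA probes labelled with fluorescein and Texas red; potency is read from the fitted curve at half-maximal effect; % of control where 0% means no effect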
Target sequence (P11308 whole entry, looked up, the tested form may be a part): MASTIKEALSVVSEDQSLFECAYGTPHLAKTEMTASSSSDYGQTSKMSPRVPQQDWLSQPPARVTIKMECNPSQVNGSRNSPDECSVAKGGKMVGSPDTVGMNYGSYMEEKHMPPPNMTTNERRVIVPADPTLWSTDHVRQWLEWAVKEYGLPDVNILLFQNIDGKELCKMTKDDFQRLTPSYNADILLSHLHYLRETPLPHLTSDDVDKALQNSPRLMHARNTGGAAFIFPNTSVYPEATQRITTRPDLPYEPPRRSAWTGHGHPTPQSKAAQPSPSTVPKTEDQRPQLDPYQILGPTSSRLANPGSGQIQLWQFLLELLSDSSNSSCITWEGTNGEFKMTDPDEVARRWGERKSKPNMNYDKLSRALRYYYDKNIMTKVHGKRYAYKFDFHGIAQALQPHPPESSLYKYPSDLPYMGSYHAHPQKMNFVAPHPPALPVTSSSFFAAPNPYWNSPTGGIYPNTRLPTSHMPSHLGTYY
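His-tagged ERG Ets domain (1 uM in the protein solution; 300mM KCl, 50mM Tris-HCl, 1mM EDTA, 1mM DTT, pH 7.5) received compound, then a probe mix of 5 nM fluorescein-DNA and 100nM Texas-615-DNA. Fluorescence polarization was read for both dyes.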
The depositor's hits bear a star; ? = inconclusive; / = not tested or not shown; [ ] = another dose, or the depositor's remark. Unless noted, calls follow the shape of the dose curve; as a rule, active = well fitted curve in the direction sought with a large enough effect; inconclusive = small, poorly fitted or top-dose-only effect, or another doubt; inactive = no such curve, though single readings can be large; an effect the other way counts as inactive or inconclusive. The list is partial; count on the stated rates, not on these rows.

no.	SMILES	ALOX12 inh	Apoferritin bind	POLI inh	TRHR agonist	Pol kappa inh
1	Cc1c(Cc2ccccc2)sc(NC(=O)Cc2ccccc2)c1C(N)=O	16µM*	/	?	/	6%
2	CCOC(=O)C1=C(CSc2nc3c(cc2C#N)CN(C)CC3)OC(N)=C(C#N)C1c1ccc(Cl)cc1 (configuration not stated)	-7%	?	?	1.5	?
3	Cc1ccc(NC(=O)N2CC=C(c3c[nH]c4ccccc34)CC2)cc1Cl	-16%	-4%	?	2.4	-7%[60.1 µM]
4	Cc1ccc(-n2ncc(C(=O)NCC3CCN(C4CCCC4)C3)c2C2CCN(C(=O)OC(C)(C)C)CC2)cc1 (configuration not stated)	-11%	?	27%	-0.9	-22%
5	COc1ccccc1-c1nc2cc(NC(=O)c3ccccc3Cl)ccc2o1	-20%	-3%	?	-0.6	-6%
6	O=C1/C(=C/c2ccccc2)SC(=S)N1C1CCS(=O)(=O)C1 (configuration not stated)	60%[activator]	0%	4%	-0.3	11%
7	COc1cc2c(cc1NC(=O)COc1cc(C)ccc1C)oc1ccccc12	-15%	1%	-20%	0.1	-14%
8	Cc1ccc(-n2c(SCC(=O)O)nc3sc4c(c3c2=O)C(C)CCC4)cc1 (configuration not stated)	0%	1%	?	-0.3	-29%
9	COc1ccc(N2C(=O)c3ccccc3S2(=O)=O)cc1	7%	5%	13%	0.3	2%
10	COc1ccccc1N(C)S(=O)(=O)c1ccc(C(=O)NCC2CCCCC2)cc1	-8%	/	18%	0.1	-2%
11	COc1ccc2c(c1)C(=O)N(c1ccccc1C)C(=O)C2(C)C	0%	?	73%[activator]	-0.7	-5%
12	COc1ccc(OCC(=O)OCCNC(=O)c2cccnc2)cc1	?	11%	-7%	0.9	-14%
13	COc1ccc(CC(NC(C)=O)C(=O)NC2CCN(S(=O)(=O)c3ccc(NC(C)=O)cc3)CC2)cc1OC (configuration not stated)	-15%	2%	19%	0.2	4%
14	C=CCOC(=O)C1=C(C)NC(=O)NC1c1ccc(Cl)cc1 (configuration not stated)	-10%	-7%	-14%	-0.4	-22%
15	O=C(CSc1ncnc2ccccc12)c1ccc2c(c1)OCCO2	-22%	?	-15%	-1.3	6%

no.	BLM inh	POLB inh	APE1 inh	ERG-DNA inh
1	/	/	/	-10%
2	-14%	19%	-12%	2%
3	-7%	-22%	/	6%
4	-9%	-18%	-14%	-3%
5	-6%	-18%	/	1%
6	-2%	-19%	1%	5%
7	-3%	-1%	/	2%
8	1%	-25%	50%[activator]	3%
9	-2%	19%	7%	-4%
10	/	/	-19%	0%
11	-2%	-15%	2%	13%
12	1%	20%	4%	1%
13	-11%	-3%	8%	16%
14	0%	11%	-3%	3%
15	-5%	-9%[57.1 µM]	3%	8%

Gathered by group, the entries above with a Cl atom
no.	SMILES	ALOX12 inh	Apoferritin bind	POLI inh	TRHR agonist	Pol kappa inh
2	CCOC(=O)C1=C(CSc2nc3c(cc2C#N)CN(C)CC3)OC(N)=C(C#N)C1c1ccc(Cl)cc1 (configuration not stated)	-7%	?	?	1.5	?
3	Cc1ccc(NC(=O)N2CC=C(c3c[nH]c4ccccc34)CC2)cc1Cl	-16%	-4%	?	2.4	-7%[60.1 µM]
5	COc1ccccc1-c1nc2cc(NC(=O)c3ccccc3Cl)ccc2o1	-20%	-3%	?	-0.6	-6%
14	C=CCOC(=O)C1=C(C)NC(=O)NC1c1ccc(Cl)cc1 (configuration not stated)	-10%	-7%	-14%	-0.4	-22%

no.	BLM inh	POLB inh	APE1 inh	ERG-DNA inh
2	-14%	19%	-12%	2%
3	-7%	-22%	/	6%
5	-6%	-18%	/	1%
14	0%	11%	-3%	3%

Continuation.
no.	SMILES	ALOX12 inh	Apoferritin bind	POLI inh	TRHR agonist	Pol kappa inh
16	NS(=O)(=O)c1ccc(CNS(=O)(=O)c2cccc3nonc23)cc1	?	-4%	11%	0.3	3%
17	CCOC(=O)c1c(C)[nH]c(C)c1C(=O)CSc1ncccn1	-5%	-9%	-18%[58.9 µM]	-0.5	-1%
18	COC(=O)c1sc(=S)n(-c2ccc(Cl)cc2)c1C	113%[activator]	?	-1%	2.8	-3%
19	O=C(NNC(=O)c1ccc2c(c1)OCO2)NC1CCCCC1	0%	-12%	8%	0.8	-12%
20	COc1cc(-c2ccc3c(=O)c4ccccc4sc3c2)cc(OC)c1OC	-9%	/	-29%	/	-9%
21	Oc1c(Br)cc(Br)cc1CNc1cccc2cccnc12	14µM*	-8%	?	4.4	?
22	CC(C)CN(C(=O)c1ccc(N2CCCC2=O)cc1)C1CCS(=O)(=O)C1 (configuration not stated)	2%	/	44%[activator]	0.3	-2%
23	CCCC1(C(=O)OCC)NC(c2ccc(N(C)C)cc2)C2C(=O)N(c3ccc4c(c3)OCCO4)C(=O)C21 (configuration not stated)	17%	-23%	-13%	0.3	0%
24	CN(CC(=O)Nc1ccc(F)cc1)C(=O)COC(=O)CNC(=O)c1ccc(Cl)cc1Cl	-13%	/	135%[activator]	-0.3	-13%
25	O=[N+]([O-])c1cc(S(=O)(=O)Nc2ccccc2)ccc1NCc1cccnc1	-13%	-12%	2%	-0.2	-4%
26	CCOc1ccc(CNC(=O)c2ccc(-c3nc(CSc4ccc(C)cc4)c(C)o3)cc2)cc1	0%	4%	33%[activator]	0.5	15%
27	C=C1CCN([C@@H](C)C(=O)NCc2ccc(Cl)cc2)S(=O)(=O)c2ccccc21	0%	-1%	5%	-0.3	-11%
28	CCC(C)NC(=O)CCCCCn1c(=O)[nH]c2cc(OC)c(OC)cc2c1=O (configuration not stated)	-16%	-7%	38%[activator]	-0.1	-9%
29	CC1(NC(=O)Nc2cc([N+](=O)[O-])ccc2O)CCS(=O)(=O)C1 (configuration not stated)	190%[activator]	/	-2%	-0.3	-15%
30	CCCNS(=O)(=O)c1ccc(Oc2ncc(C(F)(F)F)cc2Cl)cc1	3%	-5%	-11%	5.2	3%

no.	BLM inh	POLB inh	APE1 inh	ERG-DNA inh
16	-1%	0%	1%	7%
17	-1%	-2%	-2%	-3%
18	-3%	0%	1%	9%
19	-3%	-3%	18%	-6%
20	/	/	-10%	7%
21	?	45µM*	-13%	-9%
22	/	/	6%	2%
23	-4%	-27%	3%	6%
24	/	/	0%	3%
25	2%	3%	1%	-1%
26	-3%	0%	/	-3%
27	3%	-3%	18%	1%
28	0%	8%	-1%	-5%
29	/	/	3%	4%
30	0%	0%	0%	-3%

(list continues)
no.	SMILES	ALOX12 inh	Apoferritin bind	POLI inh	TRHR agonist	Pol kappa inh
31	COC(=O)c1oc2ccc(Br)cc2c1NC(=O)c1ccccc1	24%	-11%	2%	0.6	-9%
32	COc1ccccc1C1=Nn2c(COc3ccccc3)nnc2SC1	/	?	/	-0.6	/
33	O=C(NCc1cccnc1)c1cccc(NS(=O)(=O)c2ccc(Br)cc2)c1	-11%	/	15%	-0.3	-1%
34	COCCOC1CCN(C(=O)c2ccc(OC)c(OC3CCN(C(C)C)CC3)c2)CC1	-7%	-7%	41%[activator]	0.3	-2%
35	COc1ccc(C)cc1NC(=O)CN(c1cc(C(F)(F)F)ccc1Cl)S(C)(=O)=O	-19%	-5%	-8%	0.8	-4%
36	COc1ccc(OC)c(C=Nc2ccccc2-c2nc3ccccc3[nH]2)c1	-10%	270%[activator]	9%	-1.1	-13%
37	O=C(Nc1ccc(Nc2ccccc2)cc1)C(Cl)(Cl)Cl	-23%	?	12%	0.5	-17%
38	Cc1cccc(NS(=O)(=O)c2ccc(C(=O)N3CC(C)OC(C)C3)cc2)c1C (configuration not stated)	?	/	56%[activator]	1.9	8%
39	O=C(CCCn1c(=O)oc2ccccc21)Nc1cccnc1	0%[57.4 µM]	-2%	27%	0.8	-4%
40	CCOC(=O)N1CCC2(CC1)CC(=O)c1c(ccc3oc(C(=O)O)c(C)c13)O2	-25%	56%[activator]	-5%	0.1	4%
41	COc1cccc(C2=CC(=O)C[C@H](c3ccc(Cl)cc3)C2)c1	-2%	/	4%	0.5	-9%
42	CS(=O)(=O)Oc1ccc2c(c1)O/C(=C\c1cccc([N+](=O)[O-])c1)C2=O	/	-1%	-12%	3.1	4%
43	CC[C@H]1C/C=C\Cc2ccccc2[C@@H](C(=O)C[C@@H](O)CC(C)=O)OC1=O	-4%	/	20%	/	-7%
44	[O-][n+]1onc2c1CCc1nnccc1-2	15%	-11%	-9%	0.7	-19%
45	O=C(O)CCn1c(=O)n(CCC(=O)O)c(=O)n(CCC(=O)O)c1=O	0%	-2%	-8%	-0.1	-15%
46	CCOC(=O)C1CCCN(c2ccc(NC(=O)c3snc4c(=O)[nH]c(C)nc34)cc2)C1 (configuration not stated)	10%	-13%	?	-0.8	-6%

no.	BLM inh	POLB inh	APE1 inh	ERG-DNA inh
31	-5%	6%	10%	2%
32	-7%	2%	6%	/
33	/	/	34%[activator]	3%
34	0%	14%	16%	13%
35	-13%	18%	/	2%
36	-4%	9%	19%	/
37	-10%	-22%	-7%	-9%
38	/	/	-3%	-1%
39	-1%	-2%	1%	1%
40	-2%	11%	1%	1%
41	/	/	-15%	-15%
42	-5%	-2%	-3%	6%
43	/	/	-6%	4%
44	-8%	2%	1%	1%
45	-3%	23%	16%	-2%
46	-7%	17%	2%	2%

POLB inh: hit marks shown above
No.	molecule	ALOX12 inh	POLI inh	TRHR agonist	Pol kappa inh	BLM inh	POLB inh	ERG-DNA inh
21	Oc1c(Br)cc(Br)cc1CNc1cccc2cccnc12	14µM*	?	4.4	?	?	45µM*	-9%
